High-throughput results as filed in PubChem.
aSyn yeast rescue: rescues yeast growth from alpha-synuclein toxicity; S. cerevisiae alpha-synuclein toxicity rescue, BacTiter-Glo growth, 24 h; Potency, µM (top dose mostly 46.1 µM), for inactives: at the highest dose growth rescue (activation), usual class: activators; 94,000 tested, 0.02% active; AID 1347070; active = well fitted activation curve with a large enough effect; inconclusive = small, poorly fitted or top-dose-only effect; also: 0% is about no effect
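Growth restoration measured by BacTiter-Glo luminescence after 24 hr at 30 deg C; alpha-synuclein yeast, raffinose-pregrown to mid-log, were added at OD600=0.02 in galactose medium onto pinned compounds.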
The depositor's hits bear a star; ? = inconclusive; & = joins results of further samples; [ ] = dose if it differs, or a comment. Potency is read from the fitted curve at half-maximal effect.

A first look (3 entries):
Compound | aSyn yeast rescue
Cc1nc2ccccc2c(=O)n1/N=C/c1ccco1 | -6.2%
Cc1nn(Cc2ccc(Cl)cc2)c(C)c1NC(=O)c1ccc([N+](=O)[O-])cc1 | 3.3%
O=C(CNC(=O)c1ccccc1F)OCc1cc(=O)n2nc(C3CCCCC3)sc2n1 | 2.7%

The listing, from the first entry:
Compound | aSyn yeast rescue
Cc1nc2ccccc2c(=O)n1/N=C/c1ccco1 | -6.2%
Cc1nn(Cc2ccc(Cl)cc2)c(C)c1NC(=O)c1ccc([N+](=O)[O-])cc1 | 3.3%
O=C(CNC(=O)c1ccccc1F)OCc1cc(=O)n2nc(C3CCCCC3)sc2n1 | 2.7%
CCOC(=O)c1c(NC(=O)Cn2nc(C(=O)O)c3ccccc3c2=O)sc(C)c1C | -7.2%
O=C(CCl)NCc1cc(-c2ccc(Cl)cc2)no1 | -4.0%
CCc1ccc(S(=O)(=O)c2nnn3c2nc(NC(C)C)c2sccc23)cc1 | 1.5%
CC(C)C(NC(=O)c1ccc(C(C)(C)C)cc1)C(=O)N1CCCC1 (configuration not stated) | 11.1%
CCOc1ccc(NC(=O)NC2CCS(=O)(=O)C2)cc1 (configuration not stated) | 4.0%
S=c1[nH]nc(Cn2nnc3ccccc32)n1-c1ccccc1 | -11.1%
CC(C)CC(=O)Nc1nnc(S(=O)(=O)N(CC(C)C)c2ccccc2)s1 | -19.1%
CSc1nncn1/N=C/c1ccc([N+](=O)[O-])cc1 | -1.8%
CCOC(=O)c1cc2c(=O)n3ccccc3nc2n(CCOC)c1=NC(=O)c1c(-c2ccccc2Cl)noc1C | -11.1%
COc1ccc(CNc2ncnc3onc(-c4ccc(F)cc4)c23)cc1 | -2.0%
O=C(CN1C(=O)NC2(CCCCC2)C1=O)Nc1cccc(S(=O)(=O)N2CCOCC2)c1 | 0.7%
COc1ccc(CCNC(=O)c2ccc3c(c2)N(Cc2ccc(C)cc2)CCS3)cc1OC | -5.1%
COc1ccc(C2(C)NC(=O)NC2=O)cc1OC (configuration not stated) | -2.3%
CCCC(=O)Nc1ccc2nn(-c3ccc(CC)cc3)nc2c1 | -3.3%
CC1CCCN(C(=O)c2cccc(S(=O)(=O)NCc3ccccc3)c2)C1 (configuration not stated) | 10.5%
Cc1cc(C)c(C(=O)COC(=O)c2ccc([N+](=O)[O-])o2)cc1C | -4.0%
CCOc1ccc(CNC(=O)c2ccc3c(c2)N(CC)CCS3)cc1 | 4.0%&-12.1%
CCCCOc1ccc(C2C(=O)N(C3CCCCC3)CC(=O)N2C2CCCCC2)cc1 (configuration not stated) | 1.5%
CN1CCN(C(CNC(=O)C(=O)Nc2ccc3c(c2)OCO3)c2ccc(F)cc2)CC1 (configuration not stated) | 3.3%
CCCCN(C)CCCNC(=O)CN1N=C(c2ccc(OC)cc2)CCC1=O | 0.3%
O=C(COC(=O)C1C2CC3OC(=O)C1C3C2)Nc1ccccc1 (configuration not stated) | -7.2%
CN1CCN(S(=O)(=O)c2ccc(Oc3cccc(C(F)(F)F)c3)nc2)CC1 | -0.7%

Compound | aSyn yeast rescue
CC(=O)Nc1cccc(NC(=O)CSc2nccn2C2CCCC2)c1 | 2.1%
c1cc2c(cc1-c1csc(NNC3=NCCCCC3)n1)OCCO2 | -6.2%
CCN1C(=O)[C@H]2[C@@H](c3ccc(C)cc3)N[C@]3(CCCN(Cc4ccccc4)C3=O)[C@H]2C1=O | -8.5%
Cc1cc(=O)cc(C)n1-c1ccc(Br)cc1 | -8.7%
COc1ccc(NC(=O)c2ccc3oc(=O)c(S(=O)(=O)c4ccc(C)cc4)cc3c2)cc1OC | -4.4%
COc1ccc2c(CNC3CCCC3)c(C(=O)O)n(Cc3ccccc3C)c2c1 | -0.3%
Cc1ccccc1C(=O)N1CCc2cc(-c3nc(NC(=O)Cc4ccc5c(c4)OCO5)sc3C)ccc21 | -13.8%
CC1=NN(c2ccccc2)C(=O)C1C(=O)c1ccc(Cl)cc1 (configuration not stated) | -41.3%[inhibitor]
C[C@H](CO)N1C[C@H](C)[C@@H](CN(C)C(=O)C2CC2)OCc2cnnn2CCCC1=O | 4.3%
Cc1cccc(NC(=O)C2CCCN(S(=O)(=O)c3cccs3)C2)c1C (configuration not stated) | -7.3%
Cc1ccc2c(c1)-c1c(cnc3cc(-c4ccc(F)cc4)nn13)CO2 | -0.7%
COC(=O)c1c(NC(=O)C(C)Oc2ccc(Cl)c(C)c2)sc(C)c1C (configuration not stated) | -1.1%
COc1ccccc1CNC(=O)c1n[nH]c2ccccc12 | -8.2%
Cc1cc(C(=O)NCCc2ccc(S(N)(=O)=O)cc2)c(C)o1 | -13.0%
COc1ccc(C)c2sc(NC(=O)c3ccc(S(=O)(=O)N4CCCCC4)cc3)nc12 | -1.6%
CC(=O)c1ccc(NC(=O)CCCc2nc(-c3cccc(C)c3)no2)cc1 | 0.3%
O=[N+]([O-])c1ccc(CN2CC(N3CCC(Cc4ccccc4)CC3)CS2(=O)=O)cc1 (configuration not stated) | 7.8%
Cn1c(=O)cc(OCCCC(=O)NCc2ccc3c(c2)OCO3)c2ccccc21 | -2.7%
CC1=Nc2ccccc2N=C(NC(=O)CSC(=S)N2CCCCC2)C1c1ccccc1 (configuration not stated) | -4.7%
Cc1cccc(N2CCN(C(=O)CCc3nnc4n(CC(C)C)c(=O)c5ccccc5n34)CC2)c1C | 0.2%
CCOc1ccc(NC(=O)c2cnn3c(C(F)F)cc(-c4ccc(C)cc4)nc23)cc1 | 8.3%
CCOc1cc(C(=O)Nc2ccc3nc(Nc4cccc(Cl)c4)cc(C)c3c2)cc(OCC)c1OCC | -4.8%
COc1ccccc1NC(=O)c1oc2ccccc2c1NC(=O)Cc1cccs1 | 0.4%
O=c1c(NCCc2ccc(Cl)cc2)nccn1-c1ccccc1 | 4.6%
COc1ccc(CCN2C(=O)N(c3ccc(F)cc3)C(=O)C2CC(=O)Nc2ccccc2)cc1 (configuration not stated) | 4.1%

mol	aSyn yeast rescue
CC(C)NC(=S)Nc1ccc2[nH]c(=O)[nH]c2c1	-3.4%
CC(C(=O)NCCSCc1cccc(Cl)c1)N(c1ccccc1)S(C)(=O)=O (configuration not stated)	2.6%
CCCSc1nc2sc3c(c2c(=O)n1-c1ccc(C)cc1)CCCC3	1.5%
COc1cccc(C2CC(c3ccc(Br)cc3)=NN2C(=O)c2ccncc2)c1OC (configuration not stated)	?
CCOCc1nnc(NC(=O)COc2ccc3c(c2)OCO3)s1	-7.9%
CCCCOc1ccc(C(=O)NCC(=O)N2CCN(C(=O)c3ccco3)CC2)cc1	3.5%
C=CCc1ccc(OCCCCOc2ccc(C(=O)O)cc2)c(OC)c1	5.4%
Cc1ccc(Cn2c(C)c3cnn(CC(=O)NCCN4CCOCC4)c(=O)c3c2C)cc1	1.5%
Cc1ccc2nc3c(cc(C#N)c(=O)n3-c3nnc(SCc4ccccc4Cl)s3)c(=O)n2c1	6.9%
Cc1c(C)n(CCCN(C)C)c2ncnc(NC3CCCCC3)c12	0.1%
COc1cc(C(=O)N[C@H](C(=O)Nc2nnc(C3CC3)s2)C(C)C)cc(OC)c1OC	-4.9%
O=C(CN1CC[C@@]2(O)CCCC[C@H]2[C@@H]1c1ccc(F)cc1)NCc1ccco1	2.4%
CCCCn1cc(S(=O)(=O)c2ccc(CC)cc2)c(=O)c2cc(F)c(N3CCCC(C)C3)cc21 (configuration not stated)	1.3%
Cc1ccc(C)c(NC(=S)NCc2ccc3[nH]c4c(c3c2)CCCC4)c1	-10.6%
CC(=O)Nc1ccc(S(=O)(=O)N(C)CC(=O)N/N=C/c2ccncc2)cc1	0.7%

Another view of 4 compounds above.
Structure: C[C@H](CO)N1C[C@H](C)[C@@H](CN(C)C(=O)C2CC2)OCc2cnnn2CCCC1=O
  aSyn yeast rescue = 4.3%

Structure: c1cc2c(cc1-c1csc(NNC3=NCCCCC3)n1)OCCO2
  aSyn yeast rescue = -6.2%

Structure: Cc1ccc(C)c(NC(=S)NCc2ccc3[nH]c4c(c3c2)CCCC4)c1
  aSyn yeast rescue = -10.6%

Structure: CCOc1ccc(NC(=O)c2cnn3c(C(F)F)cc(-c4ccc(C)cc4)nc23)cc1
  aSyn yeast rescue = 8.3%

(list continues)
mol	aSyn yeast rescue
Cc1ccc2nc(-c3ccc(NC(=O)COC(=O)c4ccc(=O)[nH]c4)cc3)sc2c1	-7.0%
Cc1cc(-c2ccccc2)nc(N(C)NC(=O)C2CC2)c1S(C)(=O)=O	-13.5%
C=C(C)Cn1c(=O)c2c(nc3n2CCN3c2ccc(CC)cc2)n(C)c1=O	-5.3%
CCOc1cccc(C2c3[nH]c4ccccc4c3CCN2C(=O)CCC2CCCC2)c1 (configuration not stated)	-0.8%
CC12CCC(C)(c3nc4ccccc4nc31)C2(C)C	-5.6%
Cc1cccc(N2CCn3c2nc2c3c(=O)n(CCCc3ccccc3)c(=O)n2C)c1	-4.7%
COc1cccc(NC(=S)N(CCCN2CCOCC2)C(C)c2cc3ccccc3o2)c1 (configuration not stated)	-9.2%
CCc1ccc(CNC(=O)CCCN2C(=O)CCn3nc(-c4cccn4C)cc32)cc1	1.1%
Cc1ccccc1CNC(=O)c1cc2ccccc2o1	4.4%
Cc1ccc(C)c(S(=O)(=O)N/N=C/c2cccnc2)c1	-7.8%
CC1(C)CC(=O)c2sc(NC(=O)C3COc4ccccc4O3)nc2C1 (configuration not stated)	-5.4%
Cc1ccc(CCNC(=O)c2cc3sccc3n2Cc2ccc(F)cc2)cc1	-0.5%
COc1cccc(C2CC(=O)N3CN(c4cccc(Cl)c4C)CSC3=C2C#N)c1OC (configuration not stated)	1.6%
CCN(CC)C(=O)C(=O)N/N=C/c1ccc(F)cc1	2.5%
CCN(CC)C(=O)CN(C#N)c1nc(Cl)nc(N(C)C)n1	0.3%

mol	aSyn yeast rescue
CCn1cc(C(=O)N2CCN(c3cc(Cl)ccc3C)CC2)c(=O)c2cc(S(=O)(=O)N3CCOCC3)ccc21	-7.4%
Cc1cccc(NC(=O)C(=O)NCCc2csc(-c3ccc(C(F)(F)F)cc3)n2)c1C	-1.6%
COc1ccc(NS(=O)(=O)c2c(C)cc(C)cc2C)cn1	15.8%
COc1ccc(N2CCN(C(=O)c3ccc(NC(=O)c4nsc5ccccc45)cc3)CC2)cc1	2.4%
CCCS(=O)(=O)N1CC(=O)N(c2ccc(Cl)cc2)C(C)(C(=O)NC2CCCC2)C1 (configuration not stated)	-1.1%
CCOC(=O)CCCCCC(=O)Nc1ccc2c(c1)C(=O)N([C@H](C)CO)C[C@H](C)[C@@H](CN(C)S(C)(=O)=O)OCCCC[C@@H](C)O2	-1.5%
O=C(NCc1ccc(Cl)cc1)C1CCN(C(=O)c2cnn(-c3ccccc3)c2-n2cccc2)CC1	13.6%
CC(=O)c1ccc(N2CCN(C(=O)NCc3noc4ccc(C)cc34)CC2)cc1	7.3%
Cc1cc(NC(=O)OC(C)C)ccc1-c1ccc(NC(=O)OC(C)C)cc1C	0.1%
CCOc1ccc(OCC)c(Nc2cc(C)nc3nc(-c4ccco4)nn23)c1	3.1%
COCCCn1c(=N)c(C(=O)NC2CCCC2)cc2c(=O)n3cc(C)ccc3nc21	5.9%
O=C(Nc1ccccc1Cl)[C@H](CSCc1ccccc1)N1Cc2ccccc2C1=O	0.8%
O=C(Cn1c(=O)oc2cc(S(=O)(=O)N3CCCC3)ccc21)Nc1ccc(OC(F)(F)F)cc1	-6.0%
Clc1ccc(NCc2nc3ccccc3n2CCOc2ccccc2)cc1	3.6%
Cc1ccc(NC(=O)c2sc(N)nc2-c2ccc([N+](=O)[O-])cc2)cc1C	1.9%

mol	aSyn yeast rescue
CC(=O)c1cccc(NC(=O)Nc2sc3nc4n(c(=O)c3c2C)CCC(C)CC4)c1 (configuration not stated)	3.9%
CCc1noc(C)c1C(=O)N1CCN(c2cccc(Cl)c2)CC1	7.3%
COc1cc(OC)c(N(C)C(=O)c2nn(C)c3c2CSc2ccccc2-3)cc1Cl	-29.8%
COc1cccc(N2CCN(C(=O)c3cccn3-c3nnc(N4CCCCC4)s3)CC2)c1	-6.9%
O=C(NCC1CCCO1)c1ccccc1-c1nc(-c2ccccc2Cl)no1 (configuration not stated)	1.5%
CC1CC(C)CN(C(=O)Cn2c(=O)n(CCCC(=O)NCc3ccco3)c(=O)c3sccc32)C1 (configuration not stated)	-2.6%
CN(C)NC(=S)Nc1ccc(S(=O)(=O)N2CCCCC2)cc1	-5.4%
Cc1cccc(OCc2nc(C#N)c(N3CC(C)CC(C)C3)o2)c1 (configuration not stated)	7.9%
O=C(NCCN1CCN(Cc2ccccc2)CC1)c1ccc(CS(=O)(=O)c2c(Cl)cccc2Cl)o1	-0.9%
CCOc1cc2c(cc1OCC)C(c1ccccc1)N(c1ccc(C(=O)O)cc1)C(=O)C2 (configuration not stated)	3.3%
O=C(c1noc2c1CCCCC2)N1CCN(c2ccc(Cl)cc2)CC1	8.2%
CCOC(=O)c1cc2c(=O)n3ccccc3nc2n(CC2CCCO2)c1=NC(=O)c1ccccc1Br (configuration not stated)	5.9%
O=C(CNC(=O)c1cccs1)N/N=C/c1ccc(Cl)cc1	0.6%
Cc1ccc(-n2ncc(C(=O)N3CCN(c4cccc(C)c4C)CC3)c2C2CCNCC2)c(C)c1	8.9%
CCOC(=O)CSc1nc2sc3c(c2c(=O)n1-c1ccccc1)CCC(C(C)(C)C)C3 (configuration not stated)	-7.7%
CC(C)c1ccc(C(=O)OC2CCOC2=O)cc1 (configuration not stated)	0.9%

The list is partial, so the mix of outcomes need not match the whole.
